S100A4 MyoIIA – inhibitors of human S100A4 binding to myosin IIA peptide; inhibition, % at 10.7 µM; 0.14% of 360,000 active; S100A4/TAMRA-MyoIIA peptide fluorescence polarization; P26447;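 active = mean inhibition of at least 70% across replicates, with every replicate also reaching that level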
Target sequence (P26447 whole entry, looked up): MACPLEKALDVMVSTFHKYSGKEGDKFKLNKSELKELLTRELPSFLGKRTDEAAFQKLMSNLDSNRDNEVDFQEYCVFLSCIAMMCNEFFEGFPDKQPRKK
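Material: S100A4 monomer protein / Buffer or medium: 50 mM HEPES pH 7.2, 10 mM CaCl2, 100 mM KCl / Times: 5 min incubation before reading / Benchmarks: neutral control DMSO, positive control TFP / Reagent: labelled myosin peptide probe, 5 nM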
FN deposit inh – fibronectin deposition inhibition; AH1F fibroblasts, Alexa488-fibronectin deposition fluorescence, overnight; inhibition, % at 12.6 µM; 0.086% of 350,000 active; AID 743247;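 active = mean inhibition across replicates of 30% or more, regardless of how many single replicates reach that level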;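 also: positive control wells lacked labelled fibronectin entirely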
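Material: AH1F fibroblast monolayer depositing Alexa488-labelled fibronectin into matrix / Amount: 10000 AH1F cells per well / Signal: fluorescence 485/525 nm / Medium: DMEM, 2% serum / Compound: single dose, pinned / Incubation: 1 h cell adhesion before compound, then overnight fibronectin incubation / Reagent: Alexa488-FN, 24 nM final / Read-out: inhibition of fibronectin deposition signal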
LGR2 inh – blocks bursicon-induced cAMP signaling via Drosophila LGR2. HEK293 LGR2, CRE-luciferase, bursicon-stimulated, 4 h. inhibition, % at 9.99 µM. 0.35% of 380,000 active. AID 720647;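 active = drop in luminescence signal, shown as inhibition above about 50% in the replicate tests, limit read from the data, passing the limit was not always enough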;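 also: agonist challenge used bursicon conditioned medium at about half maximal strength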
ERAP1 inh – blocks human ERAP1 aminopeptidase activity; Q9NZ08; recombinant ERAP1, Leu-AMC fluorescence, 60 min; inhibition, % at 10.7 µM; 0.15% of 340,000 active;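 active = mean replicate inhibition of at least 30%, or all replicates individually reaching that 30% level; inactive = mean below 30% and not every replicate reaching it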;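 also: 0% = neutral control wells and 100% = L-leucinethiol positive control wells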
Target sequence (Q9NZ08 whole entry, looked up): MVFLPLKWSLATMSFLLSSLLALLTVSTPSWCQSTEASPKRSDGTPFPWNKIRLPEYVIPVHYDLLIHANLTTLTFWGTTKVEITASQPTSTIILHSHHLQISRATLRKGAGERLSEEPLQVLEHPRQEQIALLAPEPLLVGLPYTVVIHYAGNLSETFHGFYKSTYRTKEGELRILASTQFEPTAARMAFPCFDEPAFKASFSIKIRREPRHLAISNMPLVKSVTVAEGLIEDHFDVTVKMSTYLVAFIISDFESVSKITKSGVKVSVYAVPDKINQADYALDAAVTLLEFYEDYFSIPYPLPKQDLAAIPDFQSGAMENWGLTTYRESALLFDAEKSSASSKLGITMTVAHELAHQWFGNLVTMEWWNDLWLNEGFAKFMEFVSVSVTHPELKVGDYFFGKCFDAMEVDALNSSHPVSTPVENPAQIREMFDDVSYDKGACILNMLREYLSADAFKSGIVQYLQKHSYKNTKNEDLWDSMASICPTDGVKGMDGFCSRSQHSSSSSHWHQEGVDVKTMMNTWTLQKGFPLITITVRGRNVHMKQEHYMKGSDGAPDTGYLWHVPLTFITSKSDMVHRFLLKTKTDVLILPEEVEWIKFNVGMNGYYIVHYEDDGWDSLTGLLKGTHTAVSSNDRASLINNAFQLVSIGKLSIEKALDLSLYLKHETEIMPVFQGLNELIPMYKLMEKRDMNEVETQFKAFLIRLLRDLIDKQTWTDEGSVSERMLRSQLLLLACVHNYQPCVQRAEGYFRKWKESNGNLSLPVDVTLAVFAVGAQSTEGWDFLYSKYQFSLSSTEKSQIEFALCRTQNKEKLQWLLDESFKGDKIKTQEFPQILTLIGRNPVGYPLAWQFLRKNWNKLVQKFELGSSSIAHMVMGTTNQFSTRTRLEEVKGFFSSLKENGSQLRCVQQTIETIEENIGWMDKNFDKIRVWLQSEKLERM
PGC1a acetyl inh – modulators of PGC1a acetylation; AID 651687; 0.17% of 350,000 active; U2OS PGC1a acetylation, AlphaScreen anti-acetyl-lysine; with virally co-expressed GCN5 acetyltransferase; inhibition, % at 15.6 µM;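 active = every replicate shows inhibition of at least 40%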;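 also: 0% = neutral control wells and 100% = positive control wells; some results beyond the cut were filed as inactive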
EWS-Fli inh – EWS/Fli transcriptional activity inhibition | AID 651661 | 0.67% of 350,000 active | A673 NR0B1-luciferase reporter, viability-normalised | inhibition, % at 12.6 µM;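 active = mean inhibition of at least 50% after viability correction, with every replicate also passing that limit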;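 also: firefly luciferase signal divided by Alamar Blue viability fluorescence both relative to DMSO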
PglD inh – blocks C. jejuni PglD acetyltransferase activity | purified PglD enzyme, DTNB colorimetric CoA detection | inhibition, % at 12.5 µM | 0.098% of 360,000 active; in the data active = inhibition above about 16%, passing the limit was not always enough; also: strong numbers were not always called active
PAX8 reporter – inhibitors of PAX8 transcriptional activity in RMG-I cells | RMG-I TPO-luciferase reporter, SteadyGlo, 24 h | inhibition, % at 12.6 µM | 1.2% of 360,000 active;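 active = mean replicate inhibition at least 60% with every replicate also reaching 60%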;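 also: luciferase light reporting Pax8 driven TPO promoter activity; plate controls were median of neutral control wells for no effect and mitoxantrone controls for full effect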
Active calls of the source: *; / = no result given. Outcome played no part in choosing rows; about 2.1% have a hit in one of these screens.

Results follow in this order: S100A4 MyoIIA	FN deposit inh	LGR2 inh	ERAP1 inh	PGC1a acetyl inh	EWS-Fli inh	PglD inh	PAX8 reporter
Cc1ccccc1CSCc1ccc(C(=O)NCCCN2CCOCC2)o1
    -8	-6	-5	1	-5	6	0	8
C[C@H](NC(=O)C[C@@H]1C=C[C@H](NC(=O)C2CCOCC2)[C@H](CO)O1)c1ccccc1
    5	/	1	-2	1	1	-4	3
C[C@H](CO)N1C[C@H](C)[C@H](CN(C)C(=O)C2CCC2)Oc2ncc(C#Cc3cccc(F)c3)cc2C1=O
    -7	/	11	-1	-2	-14	-4	7
CCC(C)c1c(O)nc(SCC(=O)N2CCCCC2)[nH]c1=O (stereo not given)
    5	-11	-2	0	/	6	/	-11
COc1ccc(-c2cc3ncc(-c4ccccc4)c(N)n3n2)cc1
    -2	5	-38	-2	/	-123	/	-145
COc1cccc(C(=O)Nc2nc(-c3ccccc3)c(-c3ccccc3)o2)c1
    -1	/	2	0	/	20	/	11
CCCCN(C(=O)Cc1ccc2c(c1)OCCO2)c1c(N)n(CC(C)C)c(=O)[nH]c1=O
    -5	7	-12	1	/	-6	3	-1
COc1ccc(OC)c(/C=C2\Oc3cc(OCC(=O)N4CC(O)C[C@H]4C(=O)O)ccc3C2=O)c1 (stereo not given in full)
    1	/	5	-37	0	-4	-6	/
CC(NC(=O)CSc1ncccn1)c1ccc(Cl)cc1Cl (stereo not given)
    0	-2	10	-2	-7	10	6	11
CNC(=S)NNS(=O)(=O)c1ccc(OC)cc1OC
    -1	4	-5	0	18	7	7	-13
Cc1ccc(S(=O)(=O)NCC(c2ccccc2)N2CCCCC2)cc1 (stereo not given)
    1	3	12	2	-10	-17	3	-4
COc1ccccc1N1CCN(C2CCCN(C(=O)c3csc(C)n3)C2)CC1 (stereo not given)
    0	-1	-8	2	4	/	-3	6
Cc1noc(C)c1NC(=O)Nc1ccc2c(c1)CC(=O)N([C@H](C)CO)C[C@H](C)[C@@H](CN(C)Cc1ccc3c(c1)OCO3)O2
    4	/	10	-1	-12	-2	25	-3
C[C@@H]1CN([C@@H](C)CO)C(=O)c2cccc(N(C)C)c2O[C@@H]1CN(C)Cc1ccc2c(c1)OCO2
    -9	-3	-7	-2	1	-2	0	-2
CCCOc1nc2ccccc2cc1/C=C/C(=O)O
    8	/	-2	0	-13	17	-4	14
CCCNC(=O)Nc1ccc2c(c1)C(=O)N(C)C[C@H](OC)[C@@H](C)CN(C(=O)C1CC1)[C@H](C)CO2
    6	-4	4	-1	18	-14	-2	-4
CCCCC1CCC(C(=O)Nc2ccccc2N2CCOCC2)CC1 (stereo not given)
    -4	5	-12	-3	1	8	0	-2
Cn1cnc(S(=O)(=O)N[C@@H]2C=C[C@@H](CC(=O)N3CCN(c4ccccc4)CC3)O[C@@H]2CO)c1
    -8	3	12	1	5	/	-3	/
CN1c2ccc(C3=CCCCC3)cc2[C@@H]2[C@@H](CCN2C(=O)C2CC2)[C@H]1CO
    118*	-1	-9	0	-8	1	/	-31
CC(C)(C)c1csc(NC(=O)C2COc3ccccc3O2)n1 (stereo not given)
    15	/	-112	-4	/	/	-4	-174
COc1ccc(S(=O)(=O)Nc2ccc3c(c2)C(=O)N([C@@H](C)CO)C[C@H](C)[C@@H](CN(C)C(=O)Nc2ccc(F)cc2)OCCCC[C@H](C)O3)cc1
    -7	/	-19	-2	2	-4	-2	85*
CC(C)c1nc(SCC(=O)N2CC(=O)Nc3ccccc32)c2ccccc2n1
    2	-4	15	2	18	0	2	51
COc1ccc(Cl)cc1NC(=O)CCN1C(=O)NC(C)(C)C1=O
    0	-7	0	-5	/	-1	2	10
CC(C)CNc1nnnc2c1sc1nc(N3CCOCC3)c3c(c12)CCCC3
    0	-6	-7	-8	19	9	/	-18
CN1c2ccc(-c3ccc(F)cc3)cc2[C@@H]2[C@@H](CCN2S(=O)(=O)c2ccc(F)cc2)[C@@H]1CO
    -12	-56	-8	-1	-8	15	4	-13
N#Cc1ccc(C(=O)N2CCCC(c3cc(C(=O)NCc4cccnc4)no3)C2)cc1 (stereo not given)
    -1	-3	15	-2	4	-2	-7	16
COc1cccc(NC(=O)C/C(C)=N/NC(=O)c2ccccc2Cl)c1
    5	-6	5	/	-7	-15	2	-1
Cc1ccc(NS(=O)(=O)c2c(C)[nH]c(C)c2C(=O)N2CCCCC2)cc1C
    -7	-1	3	-5	-12	/	2	14
Cc1nc2c(o1)C(=O)c1ccccc1C2=Nc1ccccc1
    -3	-1	16	1	/	2	/	10
Cc1cccc(CC2CC(=O)N(c3ccc([N+](=O)[O-])cc3)C2=O)c1 (stereo not given)
    -1	1	-5	-6	/	-7	1	1
COc1ccc2c3c([nH]c2c1)[C@H](CO)N(C(=O)CN1CCOCC1)CC31CN(Cc2ccccc2)C1
    0	13	-12	3	5	0	/	/
NNC(=O)c1c(O)c2cccc3c2n(c1=O)CCC3
    4	3	-4	-2	-7	12	8	37
COC(=O)c1sc2ccccc2c1NC(=O)c1ccc(S(=O)(=O)N2CCCCC2C)cc1 (stereo not given)
    -5	1	1	0	/	2	/	5
COCCNC(=O)c1ccccc1NC(=O)Cc1ccccc1
    0	10	-37	0	-9	-1	/	-1
CC(Sc1nncs1)C(=O)NCC(=O)Nc1ccc(F)c(F)c1F (stereo not given)
    0	-4	1	-5	/	4	/	8
Cc1cc(C(=O)N2CCC2(C)C(=O)Nc2ccc3[nH]ncc3c2)nn1C (stereo not given)
    -4	/	11	-1	-3	-3	4	6
O=C([C@H]1[C@H](CO)[C@H]2Cn3c(ccc(-c4ccccc4F)c3=O)[C@H]2N1CC1CC1)N1CCCCC1
    -30	/	-2	1	/	8	0	/
CCOc1ccccc1NC(=O)Nc1ccc(Cl)cc1
    -4	5	/	-1	-6	7	2	-2
N#C[C@H]1N[C@H](CO)[C@H]1c1ccc(C#Cc2ccccc2F)cc1
    3	8	24	1	-16	53*	4	-30
CCCc1ccc(C#N)c(SC2CC(=O)N(c3ccc(OC)cc3)C2=O)n1 (stereo not given)
    -6	7	-35	4	5	-3	2	-6
O=C(O)C1CCCN(S(=O)(=O)c2ccccc2[N+](=O)[O-])C1 (stereo not given)
    -3	-4	-3	-2	/	2	6	-8
Cc1cnc(C(=O)NC2CC(C)(C)Cc3c2cnn3-c2ccccc2)cn1 (stereo not given)
    16	-2	2	-3	/	/	2	-7
CCS(=O)(=O)N1CC(=O)N2[C@@H](CO)[C@H](c3ccc(C#CC4CCCC4)cc3)[C@@H]2C1
    -2	2	-8	3	-4	-2	/	-23
Cc1nc(SCC(=O)NNC(=O)c2ccc(F)cc2)c2ccccc2n1
    -6	-3	0	-1	7	13	4	15
C#CCNCCS(=O)(=O)N(Cc1ccc(Br)cc1)[C@@H](CC(C)C)C(=O)O
    -5	5	-10	1	1	4	2	-13
Cc1cc(F)ccc1S(=O)(=O)Nc1nc2ccccc2nc1Cl
    1	0	6	3	-1	-4	0	-28
CCOc1cc2nc3c4ccccc4n(C)c3nc2cc1OCC
    -4	-33	-13	-5	/	-9	/	-22
O=C(CCCN1C(=O)c2ccccc2C1=O)NCc1cccnc1
    /	3	/	/	-1	/	-5	-2
CCCC(=O)Nc1ccc2c(c1)OC[C@H](C)N(Cc1cncnc1)C[C@H](C)[C@@H](OC)CN(C)C2=O
    -1	-6	15	-2	3	/	/	-12
CCc1c(-c2cccc(OC)c2)ncn1Cc1cccc(-c2ccccc2)c1
    -2	0	-1	/	/	22	/	45
CCNc1nc(N)c(C(=O)C23CC4CC(CC(C4)C2)C3)s1
    -3	-1	4	3	7	0	-6	23
C=C(C)c1cccc(C(C)(C)NC(=O)Nc2nnc(C(C)C)s2)c1
    -1	-4	/	-12	3	8	2	13
CN(C)C(CNC(=O)c1ccc(NS(=O)(=O)c2ccc3[nH]c(=O)[nH]c3c2)cc1)c1ccccc1 (stereo not given)
    1	/	-2	-2	-8	-6	-7	-12
CC1CCC(NC(=O)N(CCCl)N=O)CC1 (stereo not given)
    1	-4	-30	2	7	-63	6	-72
C=CCn1c(Br)nc2c1c(=O)n(C)c(=O)n2C
    48	/	-2	0	5	/	-1	/
COc1ccc(-c2csc(C(C)(NC(C)=O)c3ccccc3)n2)cc1 (stereo not given)
    3	-1	-2	4	8	-4	2	-26
CN1CCN(C(=S)NC(=O)c2ccc(C(C)(C)C)cc2)CC1
    -1	-1	/	2	4	13	-3	22
CC(C)(C)OC(=O)N1Cc2ccccc2C[C@H]1C(=O)N1CCC[C@H]1C(=O)O
    -2	0	7	-7	2	-3	-3	6
O=C(COc1ccccc1[N+](=O)[O-])N/N=C/c1cccs1
    /	0	-13	/	5	/	9	-5
CCSc1nnc(-c2ccc(C)cc2)c2ccccc12
    2	-6	3	2	5	4	5	-8

Entries listed above that bear a hit mark in S100A4 MyoIIA:
| Molecule | S100A4 MyoIIA | LGR2 inh | ERAP1 inh | PGC1a acetyl inh | PglD inh |
| --- | --- | --- | --- | --- | --- |
| CN1c2ccc(C3=CCCCC3)cc2[C@@H]2[C@@H](CCN2C(=O)C2CC2)[C@H]1CO | 118* | -9 | 0 | -8 | / |

3 structures already listed, sorted by length of the SMILES, smallest number first.
Results follow in this order: S100A4 MyoIIA	FN deposit inh	LGR2 inh	ERAP1 inh	PGC1a acetyl inh	EWS-Fli inh	PglD inh	PAX8 reporter
Cc1nc(SCC(=O)NNC(=O)c2ccc(F)cc2)c2ccccc2n1
    -6	-3	0	-1	7	13	4	15
C#CCNCCS(=O)(=O)N(Cc1ccc(Br)cc1)[C@@H](CC(C)C)C(=O)O
    -5	5	-10	1	1	4	2	-13
COc1ccc2c3c([nH]c2c1)[C@H](CO)N(C(=O)CN1CCOCC1)CC31CN(Cc2ccccc2)C1
    0	13	-12	3	5	0	/	/

(cont.)
Results follow in this order: S100A4 MyoIIA	FN deposit inh	LGR2 inh	ERAP1 inh	PGC1a acetyl inh	EWS-Fli inh	PglD inh	PAX8 reporter
C[C@H](CO)N1C[C@H](C)[C@H](CN(C)S(C)(=O)=O)Oc2ccc(NS(=O)(=O)c3ccccc3)cc2CC1=O
    -8	/	30	0	8	-8	-2	-7
CN(CCOc1ccc(Cl)cc1)C(=O)c1cc(-c2ccco2)nc2ccccc12
    2	-3	-6	-3	-6	3	0	42
O=C(CSc1ccccc1F)NCCN1C(=O)CSC1=O
    -7	-1	3	-7	/	-6	5	-12
COc1ccc2c(c1)[nH]c1c(=O)n(CCCN3CCOCC3)cnc12
    18	/	-7	-2	/	/	2	/
C[C@@H]1CN([C@@H](C)CO)C(=O)c2ccccc2-c2ccccc2CO[C@H]1CN(C)C(=O)Nc1ccc(-c2ccccc2)cc1
    -2	/	16	0	/	-18	/	5
Cn1cnnc1SCC(=O)Nc1cc(S(=O)(=O)N2CCCCCC2)ccc1Cl
    /	5	-6	/	-9	/	-2	10
C[C@H]1CN([C@@H](C)CO)S(=O)(=O)c2ccc(C#CC3CC3)cc2O[C@H]1CN(C)C(=O)C1CC1
    -8	4	-3	-5	-17	9	2	/
CC(C)NC(=O)Nc1ccc2c(c1)CC(=O)N([C@H](C)CO)C[C@H](C)[C@H](CN(C)C(=O)NC(C)C)O2
    -6	/	10	-3	-5	0	1	2
N#Cc1cn(-c2ccccc2)nc1-c1ccccc1
    0	/	-33	-1	/	-54	/	/

As entered above.
C[C@@H]1CN([C@@H](C)CO)C(=O)c2ccccc2-c2ccccc2CO[C@H]1CN(C)C(=O)Nc1ccc(-c2ccccc2)cc1 in EWS-Fli inh shows -18
COc1cccc(C(=O)Nc2nc(-c3ccccc3)c(-c3ccccc3)o2)c1 in LGR2 inh shows 2
Cc1ccc(NS(=O)(=O)c2c(C)[nH]c(C)c2C(=O)N2CCCCC2)cc1C in LGR2 inh shows 3
